Screening results as filed in PubChem BioAssay.
SARS 3CLpro inh: SARS-CoV 3CLpro protease inhibitors, primary screen, biochemical, quenched FRET; Replicase polyprotein 1ab (Severe acute respiratory syndrome coronavirus), P0C6X7; 0.14% of 290,000 active; recombinant SARS-CoV 3CLpro, quenched FRET peptide cleavage; inhibition, % at 6 µM; in the data active = inhibition above about 12%
DUSP3 inh: VHR1 phosphatase inhibitors, primary screen, biochemical, absorbance, uHTS; Dual specificity protein phosphatase 3 (Homo sapiens), P51452; recombinant VHR phosphatase, pNPP absorbance; inhibition, % at 13.3 µM; 0.52% of 290,000 active; AID 1654, 2009; in the data active = inhibition above about 50%; also: some compounds called inactive have numbers as strong as hits
Vc quorum ag: inducers of Vibrio cholerae quorum light production without autoinducers, primary screen, BH1578 luxS cqsA deficient, single point. V. cholerae BH1578 lux reporter, luminescence, 6 h. activation, % at 18.7 µM. 0.16% of 350,000 active. AID 588436, 2011; in the data active = activation mostly above about 9.7%, no sharp cut-off; also: not every result past the cut was called active; inactives centre near 0; reference of the scale not given here
CCHFV vOTU inh: CCHFV vOTU protease inhibitors, primary screen, biochemical, Pep-AMC substrate, fluorescence; 0.55% of 370,000 active; AID 651958, 2012; inhibition, % at 11.5 µM; Crimean-Congo hemorrhagic fever virus L polyprotein viral ovarian tumor (vOTU) protease …; in the data active = inhibition above about 30%; also: 0% = vehicle wells with enzyme and 100% = no enzyme wells
Yp Topo-I inh: Yersinia pestis topoisomerase I inhibitors, primary screen, biochemical, cleavage product accumulation, plate reader, single point. DNA topoisomerase I (Yersinia pestis CO92). Y. pestis Topo-I cleavage product accumulation. activity, % at 10 µM. 0.064% of 360,000 active. AID 504884, 2011; in the data active = activity above about 50%, passing the limit was not always enough; also: inactives centre near 2
PrPC TRFRET: inhibitors of human cell surface prion protein PrPC, primary screen, cell-based, TR-FRET. Major prion protein (Homo sapiens), P04156. TR-FRET read-out. inhibition, % at 13.8 µM. 0.43% of 370,000 active; in the data active = inhibition above about 24%; also: 0% = median of the test wells and 100% = reference compound wells
PriA SSB inh: inhibitors of Klebsiella pneumoniae PriA binding to SSB C-terminal tail, primary screen, biochemical, AlphaScreen; PriA–SSB C-terminal tail interaction (Klebsiella pneumoniae); AlphaScreen SSBct-PriA binding, biotinylated peptide; inhibition, % at 33 µM; 0.6% of 430,000 active; AID 1272365, 2023; in the data active = inhibition mostly above about 37%, no sharp cut-off; inactive = mostly below about 20%;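 also: plate controls were negative control peptide for no effect and reference peptide for full effect; strong numbers were not always called active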
MazF activator: activators of E. coli MazEF toxin-antitoxin RNase, primary screen, biochemical, fluorescence, uHTS | Endoribonuclease toxin MazF (Escherichia coli (strain K12)), P0AE70 | FAM/BHQ RNA-DNA oligo cleavage fluorescence, 5 h | activation, % at 20 µM | 0.32% of 350,000 active; in the data active = activation above about 50%
Rv3671c protease: Rv3671c serine protease inhibitors, primary screen, biochemical, fluorescence polarization, M. tuberculosis H37Rv; inhibition, % at 5.96 µM; 0.048% of 320,000 active; P9WHR9; in the data active = inhibition above about 38%;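 also: extracellular domain of Rv3671c used as enzyme; 0% = enzyme with DMSO and 100% = no enzyme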
TcdB GH inh: TcdB glycohydrolase inhibitors, primary screen, biochemical, single point, plate reader; Toxin B (Clostridioides difficile), P18177; TcdB glycohydrolase enzymatic assay; inhibition, % at 9.99 µM; 0.24% of 350,000 active; in the data active = inhibition above about 10%
Target sequence (P18177 whole entry, looked up): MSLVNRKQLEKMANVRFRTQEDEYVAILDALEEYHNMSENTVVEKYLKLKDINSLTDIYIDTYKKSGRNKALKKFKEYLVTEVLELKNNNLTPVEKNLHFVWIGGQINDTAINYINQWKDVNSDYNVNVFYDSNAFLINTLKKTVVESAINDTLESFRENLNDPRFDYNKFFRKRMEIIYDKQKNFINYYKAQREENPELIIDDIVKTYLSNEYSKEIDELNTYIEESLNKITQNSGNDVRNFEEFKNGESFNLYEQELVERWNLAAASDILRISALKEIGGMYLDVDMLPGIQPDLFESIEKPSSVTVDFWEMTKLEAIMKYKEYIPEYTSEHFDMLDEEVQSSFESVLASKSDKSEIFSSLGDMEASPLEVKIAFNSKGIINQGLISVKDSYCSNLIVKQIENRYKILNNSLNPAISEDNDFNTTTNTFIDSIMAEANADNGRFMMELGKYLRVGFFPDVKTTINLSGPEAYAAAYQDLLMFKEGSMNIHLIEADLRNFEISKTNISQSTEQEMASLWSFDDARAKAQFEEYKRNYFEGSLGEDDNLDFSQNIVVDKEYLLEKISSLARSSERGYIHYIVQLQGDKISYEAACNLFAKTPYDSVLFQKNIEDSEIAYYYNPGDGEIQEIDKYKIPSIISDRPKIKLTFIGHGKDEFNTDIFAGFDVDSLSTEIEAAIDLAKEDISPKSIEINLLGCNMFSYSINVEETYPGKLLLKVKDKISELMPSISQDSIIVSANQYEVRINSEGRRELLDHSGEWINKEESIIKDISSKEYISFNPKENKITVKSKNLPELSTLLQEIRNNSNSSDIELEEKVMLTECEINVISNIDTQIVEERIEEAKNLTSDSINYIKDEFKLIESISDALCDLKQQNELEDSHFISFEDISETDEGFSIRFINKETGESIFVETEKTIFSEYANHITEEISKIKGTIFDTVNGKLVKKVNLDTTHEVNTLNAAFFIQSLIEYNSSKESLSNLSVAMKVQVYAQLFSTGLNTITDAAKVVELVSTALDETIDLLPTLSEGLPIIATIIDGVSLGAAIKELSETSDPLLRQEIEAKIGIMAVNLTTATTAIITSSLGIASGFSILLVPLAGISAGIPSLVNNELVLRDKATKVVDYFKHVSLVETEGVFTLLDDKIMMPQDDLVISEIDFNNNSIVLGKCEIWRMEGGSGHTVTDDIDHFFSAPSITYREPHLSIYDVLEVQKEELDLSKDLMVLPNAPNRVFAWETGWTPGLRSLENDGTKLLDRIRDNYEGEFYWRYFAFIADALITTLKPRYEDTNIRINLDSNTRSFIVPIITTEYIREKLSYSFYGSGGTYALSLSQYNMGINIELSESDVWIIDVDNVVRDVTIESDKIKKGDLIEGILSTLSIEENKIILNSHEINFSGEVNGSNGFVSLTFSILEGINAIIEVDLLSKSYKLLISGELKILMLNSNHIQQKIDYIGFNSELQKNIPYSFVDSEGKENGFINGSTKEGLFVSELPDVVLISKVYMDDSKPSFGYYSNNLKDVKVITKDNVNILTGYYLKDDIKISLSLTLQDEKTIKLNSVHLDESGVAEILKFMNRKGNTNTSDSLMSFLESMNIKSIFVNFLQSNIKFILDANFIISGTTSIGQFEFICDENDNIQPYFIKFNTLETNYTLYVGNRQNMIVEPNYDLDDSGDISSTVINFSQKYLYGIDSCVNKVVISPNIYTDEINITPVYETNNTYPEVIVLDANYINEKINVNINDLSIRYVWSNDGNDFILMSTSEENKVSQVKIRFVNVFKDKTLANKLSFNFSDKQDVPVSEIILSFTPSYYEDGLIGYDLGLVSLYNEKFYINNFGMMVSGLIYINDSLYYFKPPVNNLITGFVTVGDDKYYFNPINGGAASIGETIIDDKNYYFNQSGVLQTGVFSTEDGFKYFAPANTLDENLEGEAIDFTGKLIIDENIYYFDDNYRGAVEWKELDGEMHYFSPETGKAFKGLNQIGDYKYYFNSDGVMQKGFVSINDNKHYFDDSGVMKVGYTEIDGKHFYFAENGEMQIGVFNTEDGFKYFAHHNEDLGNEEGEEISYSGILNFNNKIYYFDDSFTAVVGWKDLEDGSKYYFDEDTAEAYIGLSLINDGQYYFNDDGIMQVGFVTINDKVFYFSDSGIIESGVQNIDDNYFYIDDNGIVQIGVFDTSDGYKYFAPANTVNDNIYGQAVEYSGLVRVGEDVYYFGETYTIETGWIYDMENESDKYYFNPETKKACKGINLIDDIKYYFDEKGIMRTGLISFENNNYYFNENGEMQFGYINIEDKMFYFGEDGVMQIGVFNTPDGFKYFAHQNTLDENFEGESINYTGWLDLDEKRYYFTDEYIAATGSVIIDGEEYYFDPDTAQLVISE
Starred values were filed as active, the others as inactive; & = joins results of further samples. The list is partial; count on the stated rates, not on these rows.

Screening Cc1cc(=O)n2nc(N3CCCC(C(=O)NCCCN4CCc5ccccc5C4)C3)sc2n1 (stereo not given) returned SARS 3CLpro inh 3, DUSP3 inh -2, Vc quorum ag inactive, CCHFV vOTU inh 2, Yp Topo-I inh 6, PrPC TRFRET -6, PriA SSB inh -7 and MazF activator 8.
Screening CCOc1ccc(S(=O)(=O)N2CCOCC2)cc1NC(=O)CN1C(=O)NC(C)(C2CC2)C1=O (stereo not given) returned Vc quorum ag -0.3, CCHFV vOTU inh -5, Yp Topo-I inh 2, PrPC TRFRET -1, MazF activator 3 and TcdB GH inh -0.9.
Screening CCC1(C)N=C(c2ccc3c(c2)OCO3)CC(c2ccccc2O)N1 (stereo not given) returned SARS 3CLpro inh 3, DUSP3 inh 36, Vc quorum ag -0.4, CCHFV vOTU inh -10, Yp Topo-I inh -13, PrPC TRFRET -17, PriA SSB inh 9, MazF activator 11, Rv3671c protease -9 and TcdB GH inh 0.3.
`CCc1cc(=O)oc2cc(C)cc(OCc3nn[nH]n3)c12` gave SARS 3CLpro inh 2, DUSP3 inh 16, Vc quorum ag -3.2, CCHFV vOTU inh -27, Yp Topo-I inh -7, PrPC TRFRET 3, PriA SSB inh 4, MazF activator 2 and Rv3671c protease -4.
CSc1ccc(/C=C2\CCn3c2nc2cc(C(=O)O)ccc2c3=O)cc1 was read as SARS 3CLpro inh 2, DUSP3 inh -41, Vc quorum ag -1.1, CCHFV vOTU inh -13, Yp Topo-I inh -5, PrPC TRFRET -15, PriA SSB inh 6, MazF activator 3, Rv3671c protease -11 and TcdB GH inh 0.1.
For O=C(CN1CCCc2ccccc21)NCCc1ccc(Cl)cc1 the results were SARS 3CLpro inh 4, DUSP3 inh -34, Vc quorum ag -0.4, CCHFV vOTU inh 5, Yp Topo-I inh 34, PrPC TRFRET 9, PriA SSB inh 5, MazF activator 5, Rv3671c protease -2 and TcdB GH inh -1.5.
Screening Cc1ccc(Cl)cc1N1CCN(C(=O)c2ccc(NS(=O)(=O)c3c(C)noc3C)cc2)CC1 returned SARS 3CLpro inh 4, DUSP3 inh 21, Vc quorum ag 2.1, CCHFV vOTU inh 10, Yp Topo-I inh 34, PrPC TRFRET 3, PriA SSB inh -13, MazF activator 30 and Rv3671c protease -21.
For Cc1ccc(S(=O)(=O)N(C)C)cc1NC(=O)CN1C(=O)NC2(CCc3ccccc32)C1=O (stereo not given) the results were Vc quorum ag inactive, CCHFV vOTU inh 14, Yp Topo-I inh 1, PrPC TRFRET -14, MazF activator 7 and TcdB GH inh 1.6.
`O=C1CCCN2N=C(SCC(=O)Nc3ccc(OC(F)(F)F)cc3)SC2=N1` gave SARS 3CLpro inh -5, DUSP3 inh 18, Vc quorum ag -0.9, CCHFV vOTU inh -14, Yp Topo-I inh -5, PrPC TRFRET 11, PriA SSB inh -10, MazF activator 2, Rv3671c protease -10 and TcdB GH inh 0.5.
`COC(=O)N/N=C/c1c(C)nn(-c2cccc(Cl)c2)c1Cl` gave SARS 3CLpro inh 6, DUSP3 inh -12, Vc quorum ag -0.3, CCHFV vOTU inh 10, Yp Topo-I inh 0, PrPC TRFRET -1, MazF activator 3, Rv3671c protease -11 and TcdB GH inh -0.3.
For CSCc1ccc(C(=O)NC(C)c2ccc(-n3ccnc3)cc2)cc1 (stereo not given) the results were SARS 3CLpro inh 1, DUSP3 inh 16, Vc quorum ag -0.4, CCHFV vOTU inh 6, Yp Topo-I inh 8, PrPC TRFRET -2, PriA SSB inh -3, MazF activator 6 and TcdB GH inh 0.2.
Cc1ccc(S(=O)(=O)N2CCN(C3CCN(Cc4ccccc4)CC3)CC2)cc1 was read as SARS 3CLpro inh 2, DUSP3 inh 8, Vc quorum ag -3.6, CCHFV vOTU inh -14, Yp Topo-I inh 3, PrPC TRFRET -2, PriA SSB inh -8, MazF activator 0 and Rv3671c protease 1.
`COC(=O)CC1C(=O)NCCN1C(=O)c1sc2ccccc2c1Cl` (stereo not given) gave SARS 3CLpro inh -7, DUSP3 inh 21, Vc quorum ag inactive, CCHFV vOTU inh 4, Yp Topo-I inh -6, PrPC TRFRET 7, PriA SSB inh 1&4, MazF activator 1, Rv3671c protease 4 and TcdB GH inh 0.5.
Screening O=C(O)c1ccc(Cl)c(NC(=S)NC(=O)c2cccc(COc3ccccc3)c2)c1 returned SARS 3CLpro inh 4, DUSP3 inh 19, Vc quorum ag -0.3, CCHFV vOTU inh -4, Yp Topo-I inh -3, PrPC TRFRET -1, PriA SSB inh -10, MazF activator -7, Rv3671c protease -4 and TcdB GH inh -0.1.
For COC(=O)N(NC(=O)C(O)(c1ccccc1)c1ccccc1)c1ccccc1 the results were SARS 3CLpro inh -3, DUSP3 inh 26, Vc quorum ag -6.0, CCHFV vOTU inh -2, Yp Topo-I inh 1, PrPC TRFRET 0, PriA SSB inh 16, MazF activator -3, Rv3671c protease 6 and TcdB GH inh 1.1.
CCn1c(-c2csc(-c3ccccc3)n2)n[nH]c1=S was read as SARS 3CLpro inh 0, DUSP3 inh 11, Vc quorum ag 0.3, CCHFV vOTU inh 4, Yp Topo-I inh -5, PrPC TRFRET -1, PriA SSB inh -5, MazF activator -6 and Rv3671c protease -3.
`COc1cccc(-c2ncc3ccccc3c2COC(=O)c2ccc(F)cc2)c1` gave Vc quorum ag -0.3, CCHFV vOTU inh -7, Yp Topo-I inh 45, PrPC TRFRET -7, PriA SSB inh -5, MazF activator -9, Rv3671c protease 7 and TcdB GH inh 1.7.
Screening COc1ccc(C(=O)OCC(=O)NC(=O)NC(C)C)cc1OC returned SARS 3CLpro inh 2, DUSP3 inh 6, Vc quorum ag -0.2, CCHFV vOTU inh -8, Yp Topo-I inh 29, PrPC TRFRET 6, PriA SSB inh -2, MazF activator 4, Rv3671c protease 1 and TcdB GH inh 2.1.
For O=C(c1ccc(CNS(=O)(=O)c2ccccc2)cc1)N1CCN(c2ccccn2)CC1 the results were SARS 3CLpro inh 0, DUSP3 inh 3, Vc quorum ag -0.3, CCHFV vOTU inh 4, Yp Topo-I inh 24, PrPC TRFRET 7, PriA SSB inh 3, MazF activator -1 and Rv3671c protease -8.
`Cn1c(C23CC4CC(CC(C4)C2)C3)n[nH]c1=S` gave SARS 3CLpro inh 4, DUSP3 inh 0, Vc quorum ag -2.7, CCHFV vOTU inh -5, Yp Topo-I inh 0, PrPC TRFRET 0, PriA SSB inh 0, MazF activator -3 and Rv3671c protease -6.

2 compounds picked at random from those above, as already listed:
For O=C(c1ccc(CNS(=O)(=O)c2ccccc2)cc1)N1CCN(c2ccccn2)CC1 the results were SARS 3CLpro inh 0, DUSP3 inh 3, Vc quorum ag -0.3, CCHFV vOTU inh 4, Yp Topo-I inh 24, PrPC TRFRET 7, PriA SSB inh 3, MazF activator -1 and Rv3671c protease -8.
For O=C(CN1CCCc2ccccc21)NCCc1ccc(Cl)cc1 the results were SARS 3CLpro inh 4, DUSP3 inh -34, Vc quorum ag -0.4, CCHFV vOTU inh 5, Yp Topo-I inh 34, PrPC TRFRET 9, PriA SSB inh 5, MazF activator 5, Rv3671c protease -2 and TcdB GH inh -1.5.

New compounds follow.
`Cc1ccc(NN=Nc2nc3c([nH]2)c(=O)n(C)c(=O)n3C)cc1` gave SARS 3CLpro inh -1, DUSP3 inh 25, Vc quorum ag -0.5, CCHFV vOTU inh -5, Yp Topo-I inh 1, PrPC TRFRET -1, PriA SSB inh -2, MazF activator 13, Rv3671c protease -8 and TcdB GH inh -1.9.
`CC(C)(C)C(=O)CSc1ccc(S(=O)(=O)N2CCN(Cc3ccccc3)CC2)cn1` gave Vc quorum ag inactive, CCHFV vOTU inh 16, Yp Topo-I inh 24, PrPC TRFRET 9, PriA SSB inh -12, MazF activator 7, Rv3671c protease 4 and TcdB GH inh 0.3.
Screening O=C(NNC(=S)NCc1ccccc1)c1ccc(Br)cc1 returned SARS 3CLpro inh 1, DUSP3 inh -11, Vc quorum ag -0.3, CCHFV vOTU inh 7, Yp Topo-I inh 2, PrPC TRFRET -3, PriA SSB inh 1, MazF activator 11, Rv3671c protease -9 and TcdB GH inh 0.3.
Screening CCN(C(=O)COC(=O)C1COc2ccccc2O1)c1c(N)n(Cc2ccccc2)c(=O)[nH]c1=O (stereo not given) returned Vc quorum ag inactive, CCHFV vOTU inh -14, Yp Topo-I inh 3, PrPC TRFRET 0, PriA SSB inh -4, MazF activator 5 and TcdB GH inh 0.0.
Cc1ccccc1S(=O)(=O)Cc1ccc(C(=O)NC2CCCCCC2)o1 was read as SARS 3CLpro inh 5, DUSP3 inh -4, Vc quorum ag inactive, CCHFV vOTU inh 9, Yp Topo-I inh 18, PrPC TRFRET 1, PriA SSB inh 3, MazF activator 2, Rv3671c protease -8 and TcdB GH inh -0.2.
`O=C1NC(Cc2c[nH]c3ccccc23)C(=O)N1Cc1ccccc1` (stereo not given) gave SARS 3CLpro inh -3, DUSP3 inh 16, Vc quorum ag 0.3, CCHFV vOTU inh -3, Yp Topo-I inh 2, PrPC TRFRET 6, PriA SSB inh -13, MazF activator 4, Rv3671c protease 7 and TcdB GH inh -1.9.
For COCCN1C(=O)Cc2c1nc(N)c1c(N)nc(N3CCN(c4ccc(F)cc4)CC3)c(C#N)c21 the results were SARS 3CLpro inh 3, DUSP3 inh 9, Vc quorum ag 2.4, CCHFV vOTU inh 3, Yp Topo-I inh -2, PrPC TRFRET -10, PriA SSB inh 15, MazF activator -6, Rv3671c protease 7 and TcdB GH inh 0.1.
For Cc1cc(N2C(=O)C(O)=C(C(=O)c3ccco3)C2c2ccc(O)cc2)no1 (stereo not given) the results were SARS 3CLpro inh -1, DUSP3 inh 13, Vc quorum ag 1.4, CCHFV vOTU inh 12, Yp Topo-I inh -2, PrPC TRFRET -5, PriA SSB inh -2, MazF activator 3 and Rv3671c protease -1.
Screening CCc1ccc2[nH]c(=O)c(CN(CCCN3CCOCC3)C(=O)Nc3cccc(Cl)c3)cc2c1 returned SARS 3CLpro inh -1, DUSP3 inh 30, Vc quorum ag inactive, CCHFV vOTU inh 10, Yp Topo-I inh -2, PrPC TRFRET -5, PriA SSB inh 4, MazF activator 0 and Rv3671c protease -4.
For O=C(Nc1ccc2nc(-c3ccccc3)oc2c1)c1ccco1 the results were SARS 3CLpro inh 1, DUSP3 inh 4, Vc quorum ag inactive, CCHFV vOTU inh -1, Yp Topo-I inh -4, PrPC TRFRET 11, PriA SSB inh -12, MazF activator -4 and Rv3671c protease -24.
Screening O=C(COC(=O)c1cc(S(=O)(=O)N2CCOCC2)ccc1Cl)NC1CC1 returned Vc quorum ag inactive, CCHFV vOTU inh 5, Yp Topo-I inh -7, PrPC TRFRET -1, PriA SSB inh -6, MazF activator 7, Rv3671c protease 12 and TcdB GH inh 2.9.
Screening Cc1ccc2cc(CN(C)C(=O)C3CCCO3)c(=O)[nH]c2c1 (stereo not given) returned SARS 3CLpro inh 5, DUSP3 inh 19, Vc quorum ag inactive, CCHFV vOTU inh 7, Yp Topo-I inh 7, PrPC TRFRET -2, PriA SSB inh -20, MazF activator 1 and Rv3671c protease -3.
`COc1ccc(C)cc1S(=O)(=O)n1ccnc1C` gave SARS 3CLpro inh -4, DUSP3 inh 16, Vc quorum ag 1.0, CCHFV vOTU inh -10, Yp Topo-I inh 7, PrPC TRFRET 3, PriA SSB inh -10, MazF activator 6, Rv3671c protease 6 and TcdB GH inh 1.4.
